WRN inhibitor – inhibitors of human WRN helicase | WRN helicase unwinding, fluorescent forked duplex, kinetic | Potency, µM (doses to about 114 µM), inactives show top-dose activity change, negative = inhibition, actives largely listed as inhibitors | hit rate 0.46% among 360,000; also: potency is read from the fitted curve at half-maximal effect; % is scaled to controls: 0 for no effect and ±100 for the full control effect; nearly all actives have a fitted effect of over 55% in size
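Kinetic red-fluorescence monitoring (525/598 nm) tracks WRN helicase activity after 100 nM fluorophore-quencher forked duplex and 2 mM ATP are added to 20 nM enzyme pretreated 15 min at room temperature with compound.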
PI5P4Ka inh – blocks human PI5P4K alpha kinase activity | P48426 | PI5P4Kalpha enzyme, ADP-Glo luminescence, 60 min; stronger effect = lower value | max response, % | hit rate 1.2% among 330,000 | AID 652105; active = max response of -50% or lower; inconclusive = between -30% and -50%; inactive = -30% or higher; also: value at the top dose of about 77 µM; % is scaled to controls: 0 for no effect and ±100 for the full control effect
Target sequence (P48426 whole entry, looked up): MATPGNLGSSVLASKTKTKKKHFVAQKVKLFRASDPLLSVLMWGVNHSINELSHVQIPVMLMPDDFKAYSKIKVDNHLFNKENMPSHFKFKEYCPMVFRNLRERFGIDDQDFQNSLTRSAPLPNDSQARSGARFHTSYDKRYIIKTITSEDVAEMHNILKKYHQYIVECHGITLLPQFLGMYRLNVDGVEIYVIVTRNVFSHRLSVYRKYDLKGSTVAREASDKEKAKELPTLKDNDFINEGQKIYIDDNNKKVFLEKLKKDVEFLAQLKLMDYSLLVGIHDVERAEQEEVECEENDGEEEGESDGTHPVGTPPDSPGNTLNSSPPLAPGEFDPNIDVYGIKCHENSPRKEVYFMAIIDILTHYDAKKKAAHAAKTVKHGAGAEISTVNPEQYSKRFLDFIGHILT
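Compounds were pin-transferred onto PI5P4Kalpha and substrate in HEPES pH 7.4 buffer with EGTA, CHAPS and 5% DMSO. ATP (5 microM final) started the reaction, which ran 60 minutes at room temperature before ADP-Glo detection.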
EPAC1 ag – activates human EPAC1 exchange factor; O95398; EPAC1 agonist qHTS, biochemical assay; response scale: 100% = response to 6.5 mM cAMP; Potency, µM (top dose mostly 154 µM), without a hit: at the top dose activation, most hits filed as activators; hit rate 0.073% among 360,000; AID 720707; also: potency is read from the fitted curve at half-maximal effect; nearly all actives have a fitted effect of over 60% in size
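Compounds were pinned as a concentration titration into mixtures of EPAC1 (100 nM), BODIPY-GDP-loaded Rap1B (250 nM) and GDP (50 uM). After 5 min at room temperature, fluorescence was followed for 30 min; activity was scaled to 6.5 mM cAMP.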
EPAC1 antagonist – antagonists of human EPAC1; O95398; EPAC1 GEF assay, Rap1b-BODIPY-GDP exchange fluorescence; Potency, µM (series often up to 115 µM), inactives show at the highest dose activity change, negative = inhibition, actives largely listed as inhibitors; hit rate 0.14% among 360,000; AID 720709;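 also: potency is read from the fitted curve at half-maximal effect; plate controls were vehicle for no effect and positive control for full effect; nearly all actives have a fitted effect of over 50% in size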
CCT modulator – changes cytosolic chaperonin activity; activity change, % (no concentration beside the values), hits read low; purified chaperonin ATPase assay, HTRF ADP detection, 30 min; AID 651819; hit rate 0.3% among 360,000; in the data active = activity change below about -30%; also: % is scaled to controls: 0 for no effect and ±100 for the full control effect
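Nucleotide hydrolysis assay: TRiC at 20–40 nM final (set by batch activity) with 10 uM ATP, 30 min at 37 °C, in presence of 76 uM compound. Detection by competitive ADP HTRF, 30 min ambient.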
IL2 activator – activates IL-2 in a cell-based reporter assay; hit rate 0.065% among 360,000; activation, % (series mostly up to about 46 µM); AID 652025; IL-2 activation reporter assay, cell-based qHTS; stimulated with anti-CD3/CD4/CD28 beads; in transgenic mouse T cells; in the data active = activation above about 50%; inconclusive = mostly about 30% to 49%; also: 0% is about no effect
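Screening format: compound pinned onto unstimulated transgenic mouse T cells, 60 min incubation, then anti-CD3/anti-CD4/anti-CD28 bead stimulation for 18 hours at 37 degrees C, followed by EGFP and DsRed detection.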
EPAC2 agonist – EPAC2 (human) agonism. Q8WZA2. EPAC2 activation, biochemical qHTS; response scale: 100% = 6.5 mM cAMP response. Potency, µM (series often up to 154 µM), for inactives: top-dose activation, hits mostly activators. hit rate 0.079% among 360,000; also: potency is read from the fitted curve at half-maximal effect; nearly all actives have a fitted effect of over 50% in size
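Fluorescence exchange assay: 100 nM EPAC2 with 250 nM RAP1B-BODIPY-GDP and 50 uM GDP; compounds tested as a concentration-titration series (qHTS). Loss of Rap1-bound BODIPY-GDP fluorescence read at 480/540 nm; data normalized to 6.5 mM cAMP.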
PLK1 PBD inh – PLK1 (human) polo-box domain binding inhibition; P53350; Plk1 PBD binding of FITC phosphopeptide, fluorescence polarization; hit rate 2.8% among 360,000; Potency, µM, for the others: max response, negative = inhibition, hits mostly inhibitors; also: potency is read from the fitted curve at half-maximal effect; series mostly up to about 57 µM; % is scaled to controls: 0 for no effect and ±100 for the full control effect; nearly all actives have a fitted effect of over 65% in size
Target sequence (P53350 whole entry, looked up, the tested form may be a part): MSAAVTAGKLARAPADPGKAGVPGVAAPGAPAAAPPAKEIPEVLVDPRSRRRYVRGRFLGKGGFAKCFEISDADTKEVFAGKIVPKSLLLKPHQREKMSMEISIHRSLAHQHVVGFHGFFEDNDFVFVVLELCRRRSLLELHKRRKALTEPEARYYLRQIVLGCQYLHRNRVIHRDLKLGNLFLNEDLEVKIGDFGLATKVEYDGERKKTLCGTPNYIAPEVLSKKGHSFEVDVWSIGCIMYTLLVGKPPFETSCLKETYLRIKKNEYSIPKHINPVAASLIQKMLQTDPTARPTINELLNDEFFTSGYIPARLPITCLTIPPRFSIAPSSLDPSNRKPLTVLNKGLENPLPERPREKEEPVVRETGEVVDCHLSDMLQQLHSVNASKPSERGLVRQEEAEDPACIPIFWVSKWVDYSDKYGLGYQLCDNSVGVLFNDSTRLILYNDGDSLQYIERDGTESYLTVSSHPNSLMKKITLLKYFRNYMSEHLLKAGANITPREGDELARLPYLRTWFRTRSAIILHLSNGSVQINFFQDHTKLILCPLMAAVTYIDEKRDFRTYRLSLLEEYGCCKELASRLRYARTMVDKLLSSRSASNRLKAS
Starred values were filed as active, the others as inactive; ? = inconclusive; · = no result given; & = joins results of further samples; [ ] = dose if it differs, or a comment. Unless noted, calls follow the shape of the dose curve; as a rule, active = well fitted curve in the direction sought with a large enough effect; inconclusive = small, poorly fitted or top-dose-only effect, or another doubt; inactive = no such curve, though single readings can be large; an effect the other way counts as inactive or inconclusive. These rows are one share of the data. The share of hits here may be higher or lower than overall.

SMILES	WRN inhibitor	PI5P4Ka inh	EPAC1 ag	EPAC1 antagonist	CCT modulator	IL2 activator	EPAC2 agonist	PLK1 PBD inh
CC1(c2ccccc2Cl)NC(=O)N(CC(=O)N2CCc3ccccc32)C1=O (configuration not stated)	5%	0	12%	-2%	-4.2	-1.0	11%	-12%
CC(=O)Nc1ccc(S(=O)(=O)NCCc2c[nH]c3ccc(C)cc23)cc1	-2%	5	-4%	-7%	-3.0	2.2	0%	11%
N#CC1=C(N)N(c2ccccc2)C(c2cccc([N+](=O)[O-])c2)C1(C#N)C#N (configuration not stated)	-10%	-14	-10%	-17%	-0.7	-4.7	12%	?
Clc1ccc(-c2noc(/C=C/c3ccccc3)n2)cc1	-3%	-2	-7%	-2%	-1.1	0.9	5%	2%
Cc1cc2c(c(=O)n1CCN(C)C)C(c1ccc(Cl)cc1)C(C#N)=C(N)O2 (configuration not stated)	8%	·	-2%	3%	1.3	0.1	1%	-1%
O=C(Nc1nc(-c2nc3ccccc3s2)cs1)c1ccco1	-3%	-1	-4%	5%	-1.6	-1.7	5%	2%
C[C@H]1COC(=O)[C@H](Cc2ccc(F)cc2)C/C=C\C[C@H](CC(=O)N(CCO)Cc2ccccc2)C(=O)N1	7%	6	8%	3%	-2.7	-0.4	1%	5%
CN(c1ccc(C(=O)NCc2ccc3c(c2)OCO3)cc1)S(C)(=O)=O	3%	·	4%	8%	2.0	-1.5	4%	1%
COC(=O)CCC(C)N1CCC(Oc2ccc(C(=O)N3CCCC3)cc2)CC1 (configuration not stated)	2%	1	4%	17%	-1.8	-5.2	7%	-19%
Cc1cccc2nc(C(F)(F)F)nc(=O)n12	-13%	-3	2%	2%	-2.0	-0.4	6%	3%
O=C(CSc1nnc(Cn2c(=O)sc3ccccc32)n1-c1ccccc1)NCC1CCCO1 (configuration not stated)	-4%	5	2%	-29%	-2.0	-2.7	15%	-13%
CC1CCCCN1C(=O)c1cc(S(=O)(=O)N2CCOCC2)ccc1Cl (configuration not stated)	-5%	7	5%	-16%	1.2	1.1	1%	2%
CCOC(=O)c1sc2nc3n(c(=O)c2c1C)CCC(C)CC3 (configuration not stated)	-1%	·	6%	-4%	-3.0	-1.7	15%	30µM*
CC1CCCC(C)N1S(=O)(=O)c1ccc(Cl)cc1 (configuration not stated)	-2%	2	-2%	0%	1.4	-1.9	0%	-7%
CCS(=O)(=O)N1CCC2(CC1)OCCN2S(=O)(=O)c1ccc(C)cc1	2%	6	9%	-4%	-0.1	2.7	-11%	-11%
CN(C)Cc1c(C(=O)N/N=C/CCc2ccccc2)nnn1-c1nonc1N	-4%	2	-3%	-25%	1.4	-0.8	11%	-13%
Cc1ccc(NCc2nnc(SC(C)C(=O)N/N=C/c3ccc(C)o3)n2-c2ccccc2)cc1 (configuration not stated)	-1%	-1	0%	10%	-1.2	-2.7	-8%	-2%
CCOC(=O)COc1ccc2c(c1)C(=O)CC(C)(C)O2	-9%	·	3%	-2%	-0.7	-0.2	9%	0%
O=C(NCCCl)Nc1cccnc1Cl	5%	-6	7%	-2%	0.2	2.2	9%	-15%
CC(=O)n1cc([C@H]2C=C(C(N)=O)O[C@@H](OCc3ccc(CO)cc3)C2)c2ccccc21	4%	-7	10%	0%	-1.6	0.5	11%	-9%
CCN1CCN(C(=S)NCCc2ccccc2)CC1	8%	·	3%	-8%	-0.9	2.7	8%	-7%
Cc1nnsc1C(=O)Nc1ccccc1	2%	5	-3%	6%	0.3	1.0	-1%	2%
COc1ccc(CN2CCC(C(=O)N3CCN(c4ccccc4F)CC3)CC2)cc1OC	12%	-1	-3%	18%	2.4	0.4	-3%	5%
COc1ccccc1C(=O)NNC(=O)C1CCN(C(=O)OC(C)(C)C)CC1	3%	-4	0%	16%	-2.1	0.4	5%	-10%
NNc1ncnc2sc3c(c12)CCC3	3%	-28	1%	-4%	1.5	-5.7	15%	-14%
O=C(O)c1nc(N2CCCCC2)ncc1Cl	0%	-2	10%	-20%	-1.1	-3.5	2%	-3%
NNC(=O)Cn1c(-c2nonc2N)nc2ccccc21	-3%	-1	11%	?	-0.8	0.3	5%	-7%
CCC(C)(C)n1nnnc1C(C(C)C)N1CCSCC1 (configuration not stated)	-17%	·	-5%	4%	3.7	-1.8	4%	-1%
COc1cccc(NC(=O)CN2CCN(S(=O)(=O)c3ccc(C(C)C)cc3)CC2)c1	-5%	6	11%	-12%	1.1	-0.9	-2%	30µM*
C=CCN(CC=C)S(=O)(=O)c1ccc(C(=O)Nc2nnc(COC)o2)cc1	-5%	2	-8%	-16%	2.9	-0.5	6%	-2%
COc1cc(/C=N/NC(=O)c2cc(C34CC5CC(CC(C5)C3)C4)[nH]n2)ccc1O	-18%	-25	9%	-16%	1.6	0.4	-6%	-18%
CCOC(=O)Cc1csc(NC(=O)CN2C(=O)c3ccccc3C2=O)n1	3%	5	0%	-16%	-4.1	-1.0	0%	8%
COc1ccc2nc(N/C(N)=N/S(C)(=O)=O)nc(C)c2c1	12%	-14	-11%	10%	0.3	3.8	-4%	-17%
O=C(NCC(c1cccnc1)N1CCN(c2ccccc2)CC1)C1CCCCC1 (configuration not stated)	-4%	·	-6%	10%	1.5	1.1	1%	0%
O=C(c1ccccc1)c1ccc2nc[nH]c2c1	11%	·	3%	7%	0.2	-1.8	6%	1%
CCn1c(SCC(O)c2ccccc2)nnc1-c1ccccc1 (configuration not stated)	-6%	4	3%	?	2.0	1.3	-4%	1%
CC(=O)c1cccc(NC(=O)N2CCCC2C(=O)Nc2cc(C)ccc2C)c1 (configuration not stated)	-2%	4	13%	-9%	2.2	-1.0	1%	1%
COc1ccc(S(=O)(=O)N2CCNCC2)cc1	-7%[57.1 µM]	0	2%	-12%	0.2	-2.8	7%	4%
Cc1ccc(-c2nnc(SCC(C)C)n2C)cc1	0%	0	7%	-13%	1.3	-0.8	1%	-11%
CCc1ccc(-n2c(=S)sc3c(=O)n(-c4ccccc4C)c(SCC(=O)O)nc32)cc1	-3%[57.1 µM]	3	6%	-16%	2.1	-1.5	2%	-13%
CCOc1ccc(N2C(=O)/C(=C\c3ccccc3OC)S(=O)(=O)C2c2cccc([N+](=O)[O-])c2)cc1 (configuration not stated)	2%	4	13%	-1%	-0.5	0.5	13%	-27%
Cc1ccc(SCCC(=O)NCC2CCCO2)cc1 (configuration not stated)	-9%	10	1%	19%	1.2	-1.7	-5%	-4%
CCn1cc(C(=O)NCCO)c(=O)c2cc(F)c(N3CCN(C)CC3)cc21	-9%	-7	-10%	-6%	-0.1	0.6	7%	-7%
COC(=O)c1c(NC(=O)c2ccccc2[N+](=O)[O-])sc2c1CC(C)(C)NC2(C)C	-2%	0	7%	7%	-1.7	-1.2	6%	-6%
CC1c2cc3c(cc2CCN1C(=O)c1cccc(F)c1)OCCCO3 (configuration not stated)	-3%	5	2%	13%	0.8	-4.1	4%	-9%
Cc1nnc(SCc2nc3scc(-c4ccccc4)c3c(=O)[nH]2)s1	-2%	-24	3%	-5%	-0.7	-3.2	9%	-9%
O=C(O)CCCNc1ccc(S(=O)(=O)Nc2ccccc2C(=O)O)cc1C(=O)O	-13%	·	5%	1%	-3.7	-1.8	8%	1%&-11%
COc1ccc(/C=N/NC(=O)c2[nH]ncc2Br)c(OC)c1	4%	·	6%	12%	-0.8	-1.9	3%	-14%

Single records, as listed above.
Profile of CC1c2cc3c(cc2CCN1C(=O)c1cccc(F)c1)OCCCO3 (configuration not stated) : WRN inhibitor: -3%; PI5P4Ka inh: 5; EPAC1 ag: 2%; EPAC1 antagonist: 13%; CCT modulator: 0.8; IL2 activator: -4.1; EPAC2 agonist: 4%; PLK1 PBD inh: -9%
Profile of CC(=O)c1cccc(NC(=O)N2CCCC2C(=O)Nc2cc(C)ccc2C)c1 (configuration not stated) : WRN inhibitor: -2%; PI5P4Ka inh: 4; EPAC1 ag: 13%; EPAC1 antagonist: -9%; CCT modulator: 2.2; IL2 activator: -1.0; EPAC2 agonist: 1%; PLK1 PBD inh: 1%
Profile of CCOc1ccc(N2C(=O)/C(=C\c3ccccc3OC)S(=O)(=O)C2c2cccc([N+](=O)[O-])c2)cc1 (configuration not stated) : WRN inhibitor: 2%; PI5P4Ka inh: 4; EPAC1 ag: 13%; EPAC1 antagonist: -1%; CCT modulator: -0.5; IL2 activator: 0.5; EPAC2 agonist: 13%; PLK1 PBD inh: -27%

Next structures:
SMILES	WRN inhibitor	PI5P4Ka inh	EPAC1 ag	EPAC1 antagonist	CCT modulator	IL2 activator	EPAC2 agonist	PLK1 PBD inh
CCOC(=O)C1(O)CC(C)=NN1C(=O)c1cccc(Br)c1 (configuration not stated)	-15%	2	3%	-33%	-1.2	-0.6	1%	-9%
CCOC(=O)c1[nH]c(C)c(C(=O)NCCCOC(C)C)c1C	-1%	·	0%	-8%	-1.2	-1.7	3%	-6%
COc1ccc(S(=O)(=O)NC2(C(F)(F)F)N=C(c3ccccc3)NC2=O)cc1 (configuration not stated)	9%	2	-2%	-5%	-1.1	-2.1	11%	-13%
Cc1cc(Cl)cc(Cl)c1OCCN1CCCC1	1%	3	9%	0%	-0.1	0.1	6%	-1%
CC1CCCCN1CCCNc1ccc(C(CC(N)=O)NC(=O)Cc2ccc(Br)cc2)cc1[N+](=O)[O-] (configuration not stated)	0%	1	-2%	-3%	-9.2	0.8	6%	-2%
C=CCNC(=S)NNC(=O)c1cc(Cl)ccc1OC	-2%	2	8%	-9%	0.0	2.3	2%	-12%
CCn1nc(C(=O)NNC(=O)C(Cc2ccccc2)NC(N)=O)c2ccccc2c1=O (configuration not stated)	7%	0	3%	-18%	-0.4	0.3	10%	-20%
Cc1ccc(NC(=O)CSc2nc3c(cc2C#N)C(=O)CCC3)cc1S(=O)(=O)N(C)C	-6%	-2	-6%	-15%	-4.3	-4.0	1%	4%
Cc1ccc(OP(=O)(Nc2c(C)n(C)n(-c3ccccc3)c2=O)Oc2ccc(C)cc2)cc1	-2%	-3	4%	-27%	0.3	-1.4	3%	7%
Cc1ccc(C2(CC(=O)Nc3nccs3)CCOC(C(C)C)C2)cc1 (configuration not stated)	-1%	-4	-11%	11%	-0.5	0.3	-3%	2%
CCCCc1ccc(NC(=O)CSC2=C(C#N)C(c3ccco3)C3=C(CCCC3=O)N2)cc1 (configuration not stated)	-14%[57.1 µM]	-12	2%	-13%	0.2	-1.2	-5%	-2%
COc1cccc(-c2cccc(NC(=O)C3CCN(C4CCOCC4)CC3)c2)c1	-5%	-10	-12%	2%	0.0	0.7	9%	-4%

Assay outcomes deposited in PubChem by National Center for Advancing Translational Sciences (NCATS).
